Bioassay records deposited in PubChem by several laboratories.
MBD2 inh – blocks human MBD2 binding to methylated DNA | inhibition, % at 4.4 µM | TR-FRET, MBD2 binding to methylated oligonucleotide | actives 0.31% (n = 370,000) | AID 686964 | Q9UBB5; in the data active = inhibition above about 13%
TCR CD3 inh – human TCR-CD3 binding inhibition. TAMRA-labeled TCR probe fluorescence, biochemical. inhibition, % at 9.4 µM. actives 0.37% (n = 360,000). AID 651800; in the data active = inhibition above about 19%;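 note: recombinant mutant TCR 2C K166C tagged with TAMRA read by polarization; 0% = receptor in buffer alone and 100% = receptor with positive control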
mABHD4 FP – inhibits mouse alpha/beta hydrolase domain 4 | actives 0.54% (n = 370,000) | purified mABHD4, FP-Rh probe fluorescence polarization | inhibition, % at 8.92 µM | AID 720543 | Q8VD66;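 active = inhibition exceeding the mean over every tested compound plus 3 SD, cut at about 30% in these data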;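 note: 0% = plate median of compound wells and 100% = S159A mutant with DMSO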
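Assay system: Wild-type mouse ABHD4 protein | Medium: HEPES pH 7.0 buffer, 150 mM NaCl, 0.01% Pluronic F-127 | Incubation: Enzyme–compound pre-incubation 45 min, then probe 60 min, both 25 °C | Technique: Fluorescence polarization with parallel and perpendicular emission, 525/598 nm | Evaluation: % inhibition of FP-Rh probe binding versus controls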
HTRA1 inhibitor – blocks human HTRA1 serine peptidase; inhibition, % at 5.96 µM; Q92743; AID 504803; actives 0.5% (n = 340,000); recombinant HTRA1, FP-rhodamine activity-based probe, fluorescence polarization; in the data active = inhibition above about 36%;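 note: 0% = enzyme with DMSO and 100% = wells lacking enzyme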
Target sequence (Q92743 whole entry, looked up): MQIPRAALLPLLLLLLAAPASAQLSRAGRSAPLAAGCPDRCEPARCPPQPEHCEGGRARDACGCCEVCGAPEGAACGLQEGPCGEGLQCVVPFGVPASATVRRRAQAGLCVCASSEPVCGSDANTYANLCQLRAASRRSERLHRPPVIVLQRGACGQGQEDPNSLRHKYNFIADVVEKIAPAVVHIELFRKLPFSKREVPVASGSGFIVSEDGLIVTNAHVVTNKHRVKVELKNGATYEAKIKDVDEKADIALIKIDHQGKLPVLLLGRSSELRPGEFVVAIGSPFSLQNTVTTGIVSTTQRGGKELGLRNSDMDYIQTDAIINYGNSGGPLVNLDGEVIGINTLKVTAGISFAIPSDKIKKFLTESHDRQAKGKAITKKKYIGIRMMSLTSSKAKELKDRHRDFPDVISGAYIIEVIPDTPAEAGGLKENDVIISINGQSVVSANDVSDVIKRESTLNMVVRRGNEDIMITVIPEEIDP
SIAE primary – human SIAE inhibition, primary screen; Q9HAT2; SIAE FP-Rh probe binding, fluorescence polarization; inhibition, % at 9.66 µM; actives 0.69% (n = 370,000); AID 1053197;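 active = inhibition above a cutoff: mean of compounds within the control limits plus 3 SD of those, cut at about 17% in these data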;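 note: 0% = plate median of compound wells and 100% = probe without SIAE protein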
UHRF1 MBD2 ctr – human UHRF1 methylated DNA binding inhibitors | Q96T88 | UHRF1 binding to methylated oligo, TR-FRET | inhibition, % at 4.4 µM | actives 0.75% (n = 370,000) | AID 687016; in the data active = inhibition above about 21%;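 note: UHRF1 SRA domain binding a hemimethylated CpG hairpin DNA probe; 0% = median of test compound wells and 100% = reference inhibitor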
NPR2 activator – GC-B (human) receptor activation | HEK293-GC-B cells, CNP EC30, cGMP TR-FRET; 0% at EC30 CNP, 100% saturating CNP | activation, % at 10 µM | actives 0.11% (n = 370,000);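 active = activation at 10 µM reaching about 35% in either raw or pattern-adjusted values, limit read from the data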
GC-A act – GC-A (human) enzyme activation; P16066; activation, % at 10 µM; actives 0.14% (n = 370,000); HEK293 GC-A cells, cGMP TR-FRET, EC30 ANP; 0% at EC30 ANP, 100% saturating ANP; AID 1671463; in the data active = activation above about 40%
rCAG binder – binds r(CAG) RNA repeats. actives 1.3% (n = 370,000). AID 651821. r(CAG) RNA repeat, TO-PRO-1 dye displacement fluorescence. inhibition, % at 3 µM;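 active = inhibition above the plate cutoff, the mean of all test compounds on that plate plus 3 SD, cut at about 35% in these data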;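 note: 0% = DMSO alone and 100% = 100 µM mitoxantrone as full dye displacement; higher means more dye released from RNA so lower well fluorescence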
PRMT1 FP inh – blocks human protein arginine methyltransferase 1; AID 652257; inhibition, % at 2.79 µM; actives 1.3% (n = 370,000); recombinant PRMT1, activity-based probe fluorescence polarization;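 active = inhibition above about 21% made by adding two undisclosed values, limit read from the data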
Target sequence (Q99873 whole entry, looked up): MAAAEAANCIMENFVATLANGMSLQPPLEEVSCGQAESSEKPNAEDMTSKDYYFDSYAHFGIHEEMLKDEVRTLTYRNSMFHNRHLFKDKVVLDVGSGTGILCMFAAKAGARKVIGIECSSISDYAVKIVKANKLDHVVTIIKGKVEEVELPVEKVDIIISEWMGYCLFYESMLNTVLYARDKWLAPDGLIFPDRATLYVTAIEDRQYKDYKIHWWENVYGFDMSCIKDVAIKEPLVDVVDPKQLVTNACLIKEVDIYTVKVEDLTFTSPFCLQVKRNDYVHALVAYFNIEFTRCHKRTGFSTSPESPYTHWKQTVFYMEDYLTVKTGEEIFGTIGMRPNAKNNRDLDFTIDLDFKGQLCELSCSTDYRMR
The depositor's hits bear a star; nt = not tested or not shown; & = joins results of further samples. The list is partial; the hit share may differ from the screen's.

1. O=C(OCC(=O)N1CCCc2ccccc21)c1cncc(Br)c1
2. CCn1cc(CN2CCC(n3nccc3NC(=O)C(OC)c3ccccc3)CC2)cn1 (centres undefined)
3. CCCOc1cccc(C(=O)NC(=S)Nc2cccc(C(F)(F)F)c2)c1
4. CCNc1c(NS(=O)(=O)c2ccc(Cl)s2)c(=O)oc2ccccc12
5. CCOC(=O)C1=CCN(S(=O)(=O)c2ccccc2Br)C1c1ccc(F)cc1 (centres undefined)
6. CC(C)(C)OC(=O)N1C[C@@]23C[C@H](c4cccc(F)c4)[C@@H](C[C@@H]2S1(=O)=O)O3
7. Cc1ccc(CNC(=O)CCS(=O)(=O)c2ccc3c(c2)CC(C)N3C(=O)C2CC2)o1 (centres undefined)
8. OCCN(CCO)CC(O)COc1ccc(Br)cc1 (centres undefined)
screen / no.,1,2,3,4,5,6,7,8
MBD2 inh,6,-4,2,-5,-3,0,-1,-5&-2
TCR CD3 inh,-6,9,-2,1,7,1,-4,4&6
mABHD4 FP,0,0,-1,0,1,-1,1,-7&4
HTRA1 inhibitor,-2,4,-20,-6,nt,nt,1,12
SIAE primary,3,6,-19,7,-2,0,5,-5&-7
UHRF1 MBD2 ctr,-1,-2,2,0,-2,-3,0,-2&2
NPR2 activator,0,3,-3,1,-13,4,4,-1&1
GC-A act,-1,-1,-4,-2,-7,1,0,6&2
rCAG binder,-4,-4,-3,3,1,3,6,5&-2
PRMT1 FP inh,2,3,-1,1,4,3,36*,-4&-1

Whole records from above.
Profile of Cc1ccc(CNC(=O)CCS(=O)(=O)c2ccc3c(c2)CC(C)N3C(=O)C2CC2)o1 (centres undefined) : MBD2 inh: -1; TCR CD3 inh: -4; mABHD4 FP: 1; HTRA1 inhibitor: 1; SIAE primary: 5; UHRF1 MBD2 ctr: 0; NPR2 activator: 4; GC-A act: 0; rCAG binder: 6; PRMT1 FP inh: 36*
Profile of CCCOc1cccc(C(=O)NC(=S)Nc2cccc(C(F)(F)F)c2)c1 : MBD2 inh: 2; TCR CD3 inh: -2; mABHD4 FP: -1; HTRA1 inhibitor: -20; SIAE primary: -19; UHRF1 MBD2 ctr: 2; NPR2 activator: -3; GC-A act: -4; rCAG binder: -3; PRMT1 FP inh: -1
Profile of CCNc1c(NS(=O)(=O)c2ccc(Cl)s2)c(=O)oc2ccccc12 : MBD2 inh: -5; TCR CD3 inh: 1; mABHD4 FP: 0; HTRA1 inhibitor: -6; SIAE primary: 7; UHRF1 MBD2 ctr: 0; NPR2 activator: 1; GC-A act: -2; rCAG binder: 3; PRMT1 FP inh: 1

Ordered by length of the SMILES (low to high): part of the list above
8. OCCN(CCO)CC(O)COc1ccc(Br)cc1 (centres undefined)
4. CCNc1c(NS(=O)(=O)c2ccc(Cl)s2)c(=O)oc2ccccc12
6. CC(C)(C)OC(=O)N1C[C@@]23C[C@H](c4cccc(F)c4)[C@@H](C[C@@H]2S1(=O)=O)O3
screen / no.,8,4,6
MBD2 inh,-5&-2,-5,0
TCR CD3 inh,4&6,1,1
mABHD4 FP,-7&4,0,-1
HTRA1 inhibitor,12,-6,nt
SIAE primary,-5&-7,7,0
UHRF1 MBD2 ctr,-2&2,0,-3
NPR2 activator,-1&1,1,4
GC-A act,6&2,-2,1
rCAG binder,5&-2,3,3
PRMT1 FP inh,-4&-1,1,3

Further records follow:
9. NC(=NCCc1ccccc1)c1cccc([N+](=O)[O-])c1
10. Oc1ccccc1/C=N/Nc1nccnc1Cl
11. O=C(c1ccc(S(=O)(=O)Nc2cccc(C(F)(F)F)c2)cc1)N1CCOCC1
12. CCN1C(=NCCc2c[nH]c3ccccc23)N[C@@H](c2ccccc2)[C@H](C(=O)OC)[C@H]1C
13. CCN(Cc1ccccc1)C(=O)c1ccc(NC(=O)c2ccc(OC)cc2)cc1
14. O=C(NCc1cccc(C(F)(F)F)c1)c1ccc2c(c1)OCCO2
15. O=C1c2cccc3c([N+](=O)[O-])ccc(c23)C(=O)N1Cc1cccnc1
16. Cc1ccc(CCNC(=O)C2CCC(=O)N(Cc3cccc(F)c3)C2)cc1 (centres undefined)
screen / no.,9,10,11,12,13,14,15,16
MBD2 inh,2,-3,2,-3,5,-1,-6,-5
TCR CD3 inh,0,-4,9,-2,-3,2,-8,-2
mABHD4 FP,-2,21,4,6,-10,-4,5,-1
HTRA1 inhibitor,8,0,6,0,-21,-1,5,3
SIAE primary,-2,-2,2,3,-6,3,-2,12
UHRF1 MBD2 ctr,-3,-1,-2,-1,2,0,-5,1
NPR2 activator,-11,4,7,1,4,1,16,-2
GC-A act,-9,1,4,1,2,-2,28,-1
rCAG binder,0,8,0,-3,-9,-1,-19,-8
PRMT1 FP inh,1,-3,1,-4,1,2,21*,1

17. COc1ccc(-c2noc(CCC(=O)NC3CCCC3)n2)cc1
18. N#Cc1c(NC(=O)CCCl)sc2c1CCCCC2
19. COC(=O)C1=C(C)N=C2SCCC(=O)N2C1/C=C/c1ccccc1 (centres undefined)
20. N#C/C(=C\c1ccccc1)C(=O)NCc1ccc(F)cc1
21. O=C(COC(=O)Cn1nnc(-c2ccccc2)n1)Nc1ccccc1Br
22. Cc1ccc(OCCCC(=O)NC(C)c2ccccc2)c(C)c1 (centres undefined)
23. CCCCN(CCCC)CCNC(=O)c1ccc2nc(-c3ccccc3NC(C)=O)c(=O)[nH]c2c1
24. O=C(/C=C/c1cccc([N+](=O)[O-])c1)NC1CC2CCC1C2 (centres undefined)
screen / no.,17,18,19,20,21,22,23,24
MBD2 inh,0,-1,9,-3,4,-4,1,-8
TCR CD3 inh,1,0,-9,1,4,2,-8,1
mABHD4 FP,-2,0,-30,7,2,-7,2,-2
HTRA1 inhibitor,4,0,-30,2,-1,1,8,-2
SIAE primary,-4,2,4,16,-6,3,1,5
UHRF1 MBD2 ctr,0,12,4,2,0,0,2,-2
NPR2 activator,-4,-2,-3,-4,-11,-3,2,4
GC-A act,3,-1,-22,-1,9,-1,5,-1
rCAG binder,-1,-1,10,-5,0,-7,-6,-3
PRMT1 FP inh,-5,1,6,-4,-2,-4,0,1

25. CCn1c(SCC(=O)Nc2ccc(S(=O)(=O)Nc3cc(C)nc(C)n3)cc2)nc2sc(C)c(C)c2c1=O
26. Cc1ccc(C(=O)N2CCCC(CCC(=O)N3CCN(c4ccccn4)CC3)C2)cn1 (centres undefined)
27. CCOc1ccc(NC(=O)CCCn2nc(C)c3c(C)n(-c4ccccc4)nc3c2=O)cc1
28. O=C(CSc1ccc([N+](=O)[O-])cn1)Nc1ccc(N2CCOCC2)c(Cl)c1
29. CC(=O)CC(=O)Nc1ccc(C(N)=O)cc1
30. CCOC(=O)c1oc2ccc(S(=O)(=O)n3nc(-c4ccc(OC)cc4)cc3N)cc2c1C
31. CCN(CC(=O)N1CCCC1)S(=O)(=O)c1ccccc1
32. CCCCNC(=S)NNC(=O)c1nn(C)cc1Cl
screen / no.,25,26,27,28,29,30,31,32
MBD2 inh,-13,0,3,2,1,3,-3,-4
TCR CD3 inh,nt,10,-2,-1,7,1,-4,2
mABHD4 FP,0,-5,2,6,4,0,6,6
HTRA1 inhibitor,nt,2,5,-5,-2,2,4,-7
SIAE primary,-3,2,-1,2,-3,-6,2,7
UHRF1 MBD2 ctr,-2,0,8,1,-1,1,-1,1
NPR2 activator,-2,0,-7,1,2,2,8,-6
GC-A act,3,3,-11,-3,-3,-4,0,-5
rCAG binder,53*,-6,-8,-1,0,10,1,3
PRMT1 FP inh,-2,-1,-1,3,1,-4,1,0

33. CC(C)[C@H](Nc1ncnc2c1oc1ccccc12)C(=O)O
34. CC1CC(=O)Nc2ccccc2N1C(=O)COc1ccc2ccccc2c1 (centres undefined)
35. COc1ccc2c(c1)CCc1c(C(=O)NCCCn3ccnc3)noc1-2
36. COC(=O)N/N=C/c1cn(Cc2ccccc2Cl)c2ccccc12
37. COCCn1c(SCC(=O)Nc2cccnc2Cl)nc2cc(Cl)ccc2c1=O
38. CN(Cc1ccccc1)C(=O)COc1ccccc1Cl
39. O=C(c1ccco1)[C@@H]1[C@@H]2C(=O)N(c3ccc(F)cc3)C(=O)[C@@H]2[C@H]2C=Cc3ccccc3N21
40. Cn1c(O)c(N=NC(=O)c2cccc(S(=O)(=O)N3CCCCC3)c2)c2ccccc21
screen / no.,33,34,35,36,37,38,39,40
MBD2 inh,-1,4,1,-3,2,2,-2,-5
TCR CD3 inh,9,-5,4,5,-5,0,-4,1
mABHD4 FP,-4,0,1,1,0,1,-15,6
HTRA1 inhibitor,-2,-7,-1,-9,5,2,4,3
SIAE primary,4,1,-7,11,3,1,5,-2
UHRF1 MBD2 ctr,2,0,-4,0,1,1,-8,-4
NPR2 activator,-3,-3,-2,-4,-2,-8,4,8
GC-A act,2,-1,-3,13,0,-3,-3,6
rCAG binder,-1,5,-1,2,0,-6,22,10
PRMT1 FP inh,-2,1,1,-3,3,1,12,1

41. Cc1c(OCc2ccc(C(=O)O)o2)ccc2c3c(c(=O)oc12)CCC3
42. CC(NC(=O)c1ccccc1Cl)C(=O)O (centres undefined)
43. COc1cccc(NC(=O)C(Sc2nnnn2C)c2ccccc2)c1 (centres undefined)
44. Cc1ccc(S(=O)(=O)N2CCC(C(=O)OC(C)C(=O)NC3CCCCC3C)CC2)cc1 (centres undefined)
45. O=C(Nc1ccccc1C(F)(F)F)c1ccc2nccnc2c1
46. COc1ccc(/C=N/NS(=O)(=O)c2ccc(C)cc2)cc1OC(=O)c1ccccc1
47. Cc1cc(NC(=S)N(CCN2CCOCC2)Cc2ccccc2F)ccc1Cl
48. COc1cc(C(=O)NCCc2nc3ccccc3n2C)cc(OC)c1OC
screen / no.,41,42,43,44,45,46,47,48
MBD2 inh,2,-5,3,9,-2,-2,3,-7
TCR CD3 inh,-3,0,4,4,-5,-2,5,7
mABHD4 FP,-10,3,-14,-6,8,-21,0,3
HTRA1 inhibitor,-2,-1,-7,8,0,-13,2,4
SIAE primary,-1,7,-9,10,2,-5,6,-7
UHRF1 MBD2 ctr,-3,0,0,14,3,2,6,-3
NPR2 activator,0,0,-6,-2,-5,3,2,-5
GC-A act,3,3,-12,-1,3,0,-2,-2
rCAG binder,13,2,4,0,-2,15,-3,-5
PRMT1 FP inh,2,-3,-6,-1,4,5,-3,-5
